Screening data from PubChem BioAssay.
UPR XBP1 act – activators of adaptive XBP1 UPR arm, primary screen, cell-based, CHO-XBP1 luciferase reporter, luminescence, uHTS | activation, % at 20 µM | IRE1-XBP1 UPR activation; percent of tunicamycin response, DMSO as zero | 330,000 tested, 0.33% active;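 active means versus positive control, 20 µM dose yields 30% or more activation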;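 further: 100% = tunicamycin at 10 µg/mL and 0% = DMSO only wells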
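Material: CHO-XBP1 cells stably carrying IRE1-XBP1-driven luciferase reporter / Amount: 1000 cells per well / Compound: 20 µM, 1% DMSO / Times: 6 h treatment, 37 °C / Detection: luciferase luminescence / Measure: % activation of reporter signal versus tunicamycin and DMSO controls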
tim10-1 inh – growth inhibitors of tim10-1 mutant yeast, primary screen, luminescence, uHTS; S. cerevisiae tim10-1 ts strain growth, BacTiter-Glo, 24 h; inhibition, % at 20 µM; 330,000 tested, 2.2% active; AID 463190, 2010;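 active means inhibition of at least 40%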;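 further: mutant grown at 25 °C; 0% = DMSO wells with yeast and 100% = wells holding no yeast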
CHOP UPR activ – activators of apoptotic CHOP UPR arm, primary screen, cell-based, CHO-CHOP luciferase reporter, luminescence, uHTS. UPR activation; percent of tunicamycin response over DMSO baseline. activation, % at 10 µM. 330,000 tested, 0.34% active. AID 449763, 2010;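 active means at 10 µM dose, activation of 40% or more, normalized to positive control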;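 further: 100% = tunicamycin at 10 µg/mL and 0% = DMSO alone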
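Dosing – one dose, 10 µM in 0.5% DMSO · System – CHO-CHOP cells, stable luciferase reporter of PERK-eIF2a-CHOP signalling · Input – 500 cells/well · Control set – tunicamycin 10 µg/mL final as positive, DMSO-only wells as negative · Timing – 6 h compound treatment, 37 °C · Measure – % activation vs tunicamycin · Technique – luminescence read with Steady-Glo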
TIM10 inh – growth inhibitors of isogenic TIM10 control yeast, primary screen, counter-screen for tim10-1 yeast inhibitor project, luminescence, uHTS. inhibition, % at 10 µM. S. cerevisiae TIM10 strain growth, BacTiter-Glo luminescence, 24 h. 330,000 tested, 1.4% active;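 active means inhibition of 40% or more at the single tested concentration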;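 further: wild-type TIM10 isogenic control strain grown at permissive 25 °C; 0% = DMSO yeast wells and 100% = minimal medium wells without yeast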
Mdm2 MdmX PPI – inhibitors of human Mdm2-MdmX association, primary screen, cell-based, luminescence, split luciferase, SaOS-2, uHTS | Protein Mdm4 (Homo sapiens) + E3 ubiquitin-protein ligase Mdm2 (Homo sapiens), … | SaOS-2 split-luciferase Mdm2/MdmX complementation | inhibition, % at 8 µM | 330,000 tested, 3% active;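 active means inhibition of at least 50% at 8 µM in the primary screen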
Target sequence (O15151 whole entry, looked up): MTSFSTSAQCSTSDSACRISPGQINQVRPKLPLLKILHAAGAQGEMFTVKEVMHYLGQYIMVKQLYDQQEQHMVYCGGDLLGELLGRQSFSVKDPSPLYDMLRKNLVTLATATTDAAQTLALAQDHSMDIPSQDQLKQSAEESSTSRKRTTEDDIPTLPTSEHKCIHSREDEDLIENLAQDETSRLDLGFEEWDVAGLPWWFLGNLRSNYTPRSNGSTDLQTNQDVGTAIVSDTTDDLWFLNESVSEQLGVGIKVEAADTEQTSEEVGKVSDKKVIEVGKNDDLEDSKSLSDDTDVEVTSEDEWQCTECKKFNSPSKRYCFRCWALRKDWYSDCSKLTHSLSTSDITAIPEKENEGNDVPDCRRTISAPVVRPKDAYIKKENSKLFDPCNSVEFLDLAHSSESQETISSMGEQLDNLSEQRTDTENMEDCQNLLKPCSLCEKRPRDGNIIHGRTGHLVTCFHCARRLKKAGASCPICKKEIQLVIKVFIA
Target sequence (Q00987 whole entry, looked up): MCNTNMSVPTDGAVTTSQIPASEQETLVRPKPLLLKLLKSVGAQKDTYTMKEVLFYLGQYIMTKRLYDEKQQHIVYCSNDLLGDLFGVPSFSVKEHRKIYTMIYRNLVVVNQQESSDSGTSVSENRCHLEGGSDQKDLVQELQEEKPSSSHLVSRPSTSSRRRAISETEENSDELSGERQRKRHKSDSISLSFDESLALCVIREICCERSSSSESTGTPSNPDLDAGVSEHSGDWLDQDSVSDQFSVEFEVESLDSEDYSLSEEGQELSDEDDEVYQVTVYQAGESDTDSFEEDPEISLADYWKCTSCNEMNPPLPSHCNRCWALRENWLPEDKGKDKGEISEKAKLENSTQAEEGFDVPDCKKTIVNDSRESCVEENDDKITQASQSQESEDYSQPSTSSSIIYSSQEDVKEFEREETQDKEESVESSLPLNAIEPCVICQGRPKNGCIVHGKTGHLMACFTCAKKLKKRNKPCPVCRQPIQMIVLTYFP
APJ agonist – agonists of human apelin receptor APJ, primary screen, CHO-K1 cells, PathHunter beta-arrestin, luminescence; P35414; 0% DMSO wells, 100% apelin; activation, % at 20 µM; 330,000 tested, 0.11% active;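 active means activation more than six SD over the plate average, tested at 20 µM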;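 further: 0% = DMSO alone and 100% = apelin-13 at 10 nM; some results filed as inactive read as strong as hits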
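Assay system: engineered CHO-K1 APJ arrestin reporter cells; Amount: 1000 CHO-K1 reporter cells seeded per well; Dosing: one dose, 20 µM compound, 1% DMSO; Times: compound stimulation 90 min at 25 °C, detection 60 min; Measured by: luminescent beta-gal fragment complementation, chemiluminescent substrate; Read-out: APJ–arrestin association signal; Controls: DMSO vs Apelin-13 10 nM.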
NALP3 yeast inh – NALP3 inflammasome inhibitors in reconstituted yeast, primary screen, luminescence, uHTS | Yeast reconstituted NLRP3/ASC/caspase-1, beta-gal luminescence, 24 h | inhibition, % at 10 µM | 330,000 tested, 0.39% active;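 active means inhibition of 50% or more; inactive means inhibition below 50%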;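 further: plate controls were induced DMSO wells for no effect and uninduced yeast grown without galactose for full effect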
tim23-1 inh – growth inhibitors of tim23-1 mutant yeast, primary screen, luminescence, uHTS | 330,000 tested, 1.3% active | inhibition, % at 20 µM | S. cerevisiae tim23-1 growth, BacTiter-Glo luminescence, 24 h;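 active means growth inhibition of the mutant yeast at or above 50%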;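 further: temperature-sensitive mutant grown at 25 °C; plate controls were DMSO-treated mutant yeast for no effect and medium wells lacking yeast for full effect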
GRIN3A LBD mod – binders of NR3A ligand-binding domain, primary screen, biophysical, differential scanning fluorimetry, uHTS; Tm shift relative to glycine control, % at 25 µM; 340,000 tested, 2.5% active; Glutamate receptor ionotropic, NMDA 3A (GRIN3A) ligand-binding domain; AID 1259313, 2017; NR3A LBD differential scanning fluorimetry, Tm shift; 0% = protein alone, 100% = glycine-bound protein;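 active means melting temperature shift of at least 10% of the positive control shift, at one fixed dose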
Starred values were filed as active, the others as inactive.

mol	UPR XBP1 act	tim10-1 inh	CHOP UPR activ	TIM10 inh	Mdm2 MdmX PPI	APJ agonist	NALP3 yeast inh	tim23-1 inh	GRIN3A LBD mod
O=C(CN1CCN(c2ccc(Cl)cc2)CC1)NCc1cccs1	0.1	5.1	-1.5	-10.7	28.9	-3.7	12.1	8.5	2.6
CC(C)OP(=O)(c1ccc(N(C)C)cc1)C(Nc1ccccc1)c1ccccc1 (stereo not given)	-0.9	16.4	0.7	7.3	7.9	-0.9	14.2	10.2	1.6
Cc1ccc(N(CC(=O)NCc2ccccc2)C(=O)CCC(=O)Nc2ccccn2)cc1C	-1.3	13.8	-0.4	-8.2	21.8	-1.8	-2.8	9.9	-0.7
CCc1cccc(NS(=O)(=O)c2c(C)nc3scc(C)n3c2=O)c1	-3.0	27.1	-1.0	-8.8	24.2	-4.4	-6.1	36.3	5.4
CCC(=O)N1CCC2(CC1)Oc1ccc(F)cc1C(=O)C21CC(c2ccc(Cl)cc2)=NO1 (stereo not given)	-1.5	14.1	-1.7	11.5	-17.3	-3.1	9.6	25.8	2.2
O=C(NCc1ccco1)c1cc2n(n1)C(C(F)(F)F)CC(c1ccc(Br)cc1)N2 (stereo not given)	0.4	31.2	1.9	1.5	8.3	-1.9	-1.4	17.0	0.9
Cc1cccc(-n2cnc3cc(C(=O)N4CCc5ccccc54)ccc32)c1	-1.7	21.3	1.0	21.6	14.9	-2.6	11.4	35.2	-3.6
O=C(Cn1cc(C(=O)c2ccco2)c2ccccc21)Nc1ccccc1F	-1.9	19.5	-0.4	-9.9	28.3	-0.7	10.7	17.4	-6.8
CN(C)S(=O)(=O)c1ccc(C(=O)Nc2cccc(S(=O)(=O)NC3=NCCC3)c2)cc1	1.9	-1.1	-1.1	1.1	-2.4	-2.8	-6.5	16.1	-0.7
CCc1cc(-c2n[nH]c(CCC(=O)O)c2-c2nc3ccccc3n2C)c(O)cc1O	-3.5	-5.7	-0.5	1.0	11.7	-1.9	7.5	13.0	-0.4
O=C(NNC(=O)c1cc(-c2ccccc2)nc2ccccc12)c1csc(N2CCOCC2)n1	-1.8	5.3	1.7	7.9	1.8	-3.5	10.4	12.4	-2.3
COc1cccc(CNS(=O)(=O)c2cccc(S(=O)(=O)N3CCOCC3)c2)c1	-2.0	8.9	-0.1	-4.4	5.4	-4.7	2.2	3.6	-14.2
CCOC(=O)C1CCC(CN(Cc2ccccc2C)S(=O)(=O)c2ccc([N+](=O)[O-])cc2)CC1 (stereo not given)	-2.6	13.9	3.0	4.6	10.5	5.9	29.4	11.9	-0.4
CC(C)c1ccc(NC2CCCN(C(=O)c3cnc4ccccn4c3=O)C2)cc1 (stereo not given)	-5.1	1.3	-0.5	6.0	-5.1	-6.0	9.3	3.1	1.7
COCCNC(=O)C(=O)NNC(=O)COc1ccc(OC)cc1	-1.2	9.0	-0.2	2.0	-17.7	-1.9	2.5	-3.3	-3.5
C/C(=C\COc1ccc2ccc(=O)oc2c1)CC[C@@H](O)C(C)(C)O	2.3	1.7	1.7	4.6	2.0	-4.3	8.0	2.6	0.0
CN(CCc1ccccn1)C(=O)CCC1CCCN(Cc2ccccc2OC(F)F)C1 (stereo not given)	-1.8	0.8	-0.3	3.4	-29.3	-0.5	1.7	11.9	1.2
Cc1ccc(NC(=O)OC(C)CNC(=O)Oc2cccc(C)c2)cc1 (stereo not given)	1.1	19.6	4.8	17.6	-59.4	-2.8	12.9	35.1	0.2
CCCCSCCCNC(=O)c1ccc(CS(=O)(=O)c2ccccc2OC)o1	-3.4	11.9	0.5	25.7	1.5	-2.3	-7.6	-2.1	4.2
O=C(Nc1ncccn1)c1ccc([N+](=O)[O-])cc1[N+](=O)[O-]	-5.3	-5.4	0.9	14.5	16.6	11.3	27.7	4.7	-1.4
Cc1ccccc1-n1nnnc1SCc1csc(-c2ccccc2)n1	2.3	23.8	0.7	17.9	-4.0	-3.0	-6.9	21.2	3.1
O=C(CN1CCOCC1)NNc1c2ccccc2nc2ccccc12	-4.5	-17.0	-0.8	1.7	-10.3	-1.4	11.4	-21.4	1.1
COCCCn1c(=O)c2sccc2n2c(CCCC(=O)NCC3CCCO3)nnc12 (stereo not given)	-0.4	15.1	5.3	6.3	-11.1	-6.3	7.8	10.3	-2.6
CC(=O)N1c2ccccc2C(=O)C1N(C)c1ccc(C)cc1 (stereo not given)	-4.0	31.9	1.3	-0.6	-8.5	-4.4	23.4	26.7	0.4

Next part; the last 2 above are carried over.
mol	UPR XBP1 act	tim10-1 inh	CHOP UPR activ	TIM10 inh	Mdm2 MdmX PPI	APJ agonist	NALP3 yeast inh	tim23-1 inh	GRIN3A LBD mod
COCCCn1c(=O)c2sccc2n2c(CCCC(=O)NCC3CCCO3)nnc12 (stereo not given)	-0.4	15.1	5.3	6.3	-11.1	-6.3	7.8	10.3	-2.6
CC(=O)N1c2ccccc2C(=O)C1N(C)c1ccc(C)cc1 (stereo not given)	-4.0	31.9	1.3	-0.6	-8.5	-4.4	23.4	26.7	0.4
Cc1cc(N2CCC(C)CC2)nc2cccc(O)c12	0.1	14.2	0.9	-11.2	-3.0	0.7	6.5	5.8	-3.4
Nn1cnnc1SCC(=O)Nc1ccc(C2CCCCC2)cc1	6.1	23.0	6.6	21.8	-21.0	7.0	6.4	19.7	2.1
C[C@]12CC[C@@H]3c4ccc(O[C@@H]5O[C@H](C(=O)O)[C@@H](O)[C@H](O)[C@H]5O)cc4CC[C@H]3[C@@H]1C[C@@H](O)[C@@H]2O	-5.6	2.7	5.2	-0.7	-0.4	-1.0	14.6	15.8	0.6
CCOc1ccc(NC(=O)CCC(=O)c2ccc(F)cc2)cc1	-3.6	-14.9	-0.4	-12.4	10.3	0.3	18.7	-5.9	-2.9
CS(=O)(=O)N(Cc1ccc(C(=O)NCc2ccco2)cc1)c1ccccc1	5.3	11.1	1.5	8.6	-14.0	-2.2	-1.6	6.7	-0.4
COc1ccc(CN2C(=O)CSC2c2ccccn2)cc1 (stereo not given)	-0.6	3.4	1.3	4.5	8.9	-5.9	13.5	-5.1	0.9
COc1ccc(C(C(=O)NC(C)(C)C)N(Cc2ccc(C)cc2)C(=O)CCC(=O)Nc2cc(C)on2)cc1 (stereo not given)	-2.2	8.7	-1.0	14.3	5.6	-3.6	0.1	3.1	-1.4
CCOC(=O)c1c(NC(=O)CC)sc2c1CCN(Cc1ccccc1)C2	0.2	-3.3	0.7	-4.3	18.8	-4.1	-0.9	1.0	-1.7
CC(/C=N/NC(=O)c1cccc([N+](=O)[O-])c1)=C\c1ccccc1	6.7	7.7	3.0	-5.0	74.1*	-5.6	0.1	-1.4	0.7
O=C(Nc1cccc(-c2cn3ccccc3n2)c1)C1CC1	-0.9	36.2	0.9	6.3	-7.0	1.1	8.9	11.2	-5.7
COc1cccc(/C=N/NC(=O)CO/N=C(\C)c2cccs2)c1OC	-4.0	24.2	-1.8	11.3	22.5	2.0	-2.8	30.2	-0.7
Cc1cc(Cl)c(OCCN2C(=O)NC(C)(C)C2=O)c(Br)c1	-2.1	22.4	-0.3	1.0	18.4	-0.3	-8.9	7.7	-0.4
Cc1ccc(-c2nnc(Nc3ccc4c(c3)OCO4)c3ccccc23)cc1S(=O)(=O)NC(C)C	9.7	18.2	8.0	10.8	37.9	-0.8	-0.8	13.0	-2.2
CCOC(=O)c1ccccc1NC(=O)Cc1ccc(OC)c(S(=O)(=O)N2CCOCC2)c1	-2.8	1.4	0.1	2.1	20.5	-4.4	4.0	18.0	0.2
O=[N+]([O-])c1ccc(OCc2cnc(Cl)s2)c([N+](=O)[O-])c1	-1.9	-1.4	2.8	6.1	29.3	2.8	-2.6	39.3	-4.7
CCOCCCNC(=O)c1ccc(CS(=O)(=O)c2cccc(C(F)(F)F)c2)o1	-4.5	6.4	-1.4	-4.4	-3.9	-2.8	2.6	13.8	0.9
CC(=O)NC12CC3CC(C1)CC(C(=O)OCC(=O)Nc1c(F)cccc1F)(C3)C2	-5.5	3.6	-0.4	-0.1	21.1	-2.8	9.4	0.6	-0.1
Cc1c(C(=O)Nc2ccncc2)oc2ccccc12	1.6	11.3	2.7	19.5	-49.1	5.1	-3.1	-350.0	-51.2
N#CCSc1nnc(Cc2cccc3ccccc23)n1C1CCCCC1	0.6	34.6	-2.1	16.4	14.3	0.6	13.2	15.8	-1.8
CCCn1c(=O)c(C(=O)OCC)c(O)c2cc(Br)ccc21	2.1	16.7	-0.1	-2.1	24.4	1.1	22.6	19.3	0.1
COc1ccc(Nc2ncnc3nc[nH]c23)cc1OC	-1.4	7.6	-0.2	-10.8	20.3	-3.3	18.3	4.5	-1.3
O=C(Cn1nnc(-c2ccccc2)n1)NNC(=O)c1ccccc1	-0.8	5.8	-1.3	8.1	19.4	-1.1	-6.2	-18.7	0.0
CC(C)CC(C(=O)O)C(C)CC(=O)Nc1ccn(-c2ccccc2)n1 (stereo not given)	1.1	5.4	-1.7	-6.6	19.5	-2.6	-0.1	14.3	-1.8
